High-throughput results (PubChem BioAssay)
tim23-1 inh: tim23-1 yeast growth inhibition. S. cerevisiae tim23-1 growth, BacTiter-Glo luminescence, 24 h. inhibition, % at 20 µM. 330,000 compounds, 1.3% hits;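 active = growth inhibition of the mutant yeast at or above 50%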;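 note: temperature-sensitive mutant grown at 25 °C; plate controls were DMSO-treated mutant yeast for no effect and medium wells lacking yeast for full effect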
TIM10 inh: inhibits growth of TIM10 yeast strain; 330,000 compounds, 1.4% hits; S. cerevisiae TIM10 strain growth, BacTiter-Glo luminescence, 24 h; inhibition, % at 10 µM;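 active = inhibition of 40% or more at the single tested concentration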;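 note: wild-type TIM10 isogenic control strain grown at permissive 25 °C; 0% = DMSO yeast wells and 100% = minimal medium wells without yeast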
tim10-1 inh: growth inhibitors of tim10-1 mutant yeast; S. cerevisiae tim10-1 ts strain growth, BacTiter-Glo, 24 h; inhibition, % at 20 µM; 330,000 compounds, 2.2% hits;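 active = inhibition of at least 40%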;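 note: mutant grown at 25 °C; 0% = DMSO wells with yeast and 100% = wells holding no yeast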
697 NFkB inh: inhibitors of the PMA/ionomycin-induced NF-kB reporter in 697 B cells. 697 B-cell NF-kB luciferase reporter, 16 h. inhibition, % at 4 µM. 330,000 compounds, 0.33% hits. AID 435022; in the data active = inhibition above about 35%
CHOP UPR activ: activators of apoptotic arm of unfolded protein response (CHOP) | 330,000 compounds, 0.34% hits | CHO-CHOP luciferase reporter, UPR activation, luminescence; percent of tunicamycin response over DMSO baseline | activation, % at 10 µM | AID 449763;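 active = at 10 µM dose, activation of 40% or more, normalized to positive control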;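 note: 100% = tunicamycin at 10 µg/mL and 0% = DMSO alone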
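measured by = luciferase luminescence | assay system = CHO-CHOP cells, stable luciferase reporter of PERK-eIF2a-CHOP signalling | amount = 500 reporter cells seeded per well | timing = 6 h compound exposure at 37 °C after overnight seeding | controls = positive tunicamycin 10 µg/mL, negative DMSO alone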
Jurkat NFkB inh: lowers PMA/ionomycin-induced NF-kB signal in Jurkat cells. AID 435003. 330,000 compounds, 0.53% hits. inhibition, % at 4 µM. PMA/ionomycin-induced NF-kB luciferase reporter, luminescence; in the data active = inhibition above about 50%
Mdm2 MdmX PPI: disrupts the human Mdm2-MdmX interaction; O15151+Q00987; SaOS-2 split-luciferase Mdm2/MdmX complementation, luminescence; inhibition, % at 8 µM; 330,000 compounds, 3% hits; AID 485346;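 active = inhibition of at least 50% at 8 µM in the primary screen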
Target sequence (O15151 whole entry, looked up): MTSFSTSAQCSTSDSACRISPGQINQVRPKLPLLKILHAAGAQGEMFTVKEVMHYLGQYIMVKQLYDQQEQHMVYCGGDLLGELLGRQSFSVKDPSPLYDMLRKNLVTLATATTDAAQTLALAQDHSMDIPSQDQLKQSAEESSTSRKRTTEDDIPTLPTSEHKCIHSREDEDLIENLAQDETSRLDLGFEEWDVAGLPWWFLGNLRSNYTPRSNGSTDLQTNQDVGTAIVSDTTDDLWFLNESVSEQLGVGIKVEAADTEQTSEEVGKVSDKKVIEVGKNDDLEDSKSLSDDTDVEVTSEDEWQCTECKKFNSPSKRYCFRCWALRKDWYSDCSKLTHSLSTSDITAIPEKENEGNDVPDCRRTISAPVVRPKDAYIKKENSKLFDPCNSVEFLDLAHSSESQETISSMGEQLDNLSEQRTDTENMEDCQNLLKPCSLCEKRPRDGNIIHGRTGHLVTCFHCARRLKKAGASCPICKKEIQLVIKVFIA
Target sequence (Q00987 whole entry, looked up): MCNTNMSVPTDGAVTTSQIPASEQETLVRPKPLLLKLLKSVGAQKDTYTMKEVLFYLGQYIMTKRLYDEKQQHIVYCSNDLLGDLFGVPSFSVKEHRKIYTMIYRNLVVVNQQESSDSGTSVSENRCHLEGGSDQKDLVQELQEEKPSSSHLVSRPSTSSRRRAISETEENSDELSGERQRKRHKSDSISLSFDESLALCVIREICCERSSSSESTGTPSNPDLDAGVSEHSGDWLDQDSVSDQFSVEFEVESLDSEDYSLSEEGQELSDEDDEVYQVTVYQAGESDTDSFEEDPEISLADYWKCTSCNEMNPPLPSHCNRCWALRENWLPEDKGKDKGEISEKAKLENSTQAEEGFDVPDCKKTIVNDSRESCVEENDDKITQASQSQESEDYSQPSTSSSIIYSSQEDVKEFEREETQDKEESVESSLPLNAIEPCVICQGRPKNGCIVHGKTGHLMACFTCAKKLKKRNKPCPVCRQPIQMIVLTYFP
XBP1 UPR activ: activators of adaptive arm of unfolded protein response (XBP1) | CHO-XBP1 luciferase reporter, IRE1-XBP1 UPR activation, luminescence; percent of tunicamycin response, DMSO as zero | activation, % at 20 µM | 330,000 compounds, 0.33% hits | AID 463104;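 active = versus positive control, 20 µM dose yields 30% or more activation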;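 note: 100% = tunicamycin at 10 µg/mL and 0% = DMSO only wells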
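Material: IRE1-XBP1 luciferase reporter CHO line / Quantity: one thousand reporter cells per well / Buffer or medium: F12 with 10% serum / Compound: 20 µM single concentration, DMSO 1% / Times: 6 h treatment, 37 °C / Detection: Steady-Glo luciferase glow luminescence, 10 min after reagent addition / Benchmarks: tunicamycin high, DMSO low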
* hit, by the source's call.

Each structure is followed by: tim10-1 inh	Mdm2 MdmX PPI	tim23-1 inh	TIM10 inh	CHOP UPR activ	XBP1 UPR activ	Jurkat NFkB inh	697 NFkB inh
Cn1cccc1-c1cc(C(=O)N/N=C/c2ccccc2Cl)[nH]n1
  1.5	-9.8	5.7	3.6	7.3	4.3	-48.3	-44.0
Cc1nn(S(=O)(=O)c2cccs2)c(C)c1Sc1ccc([N+](=O)[O-])cc1
  37.6	-10.4	13.2	-1.0	2.3	-0.9	18.3	-26.8
O=C1CN(C(=O)c2ccc(Br)o2)C(c2ccccc2)c2cc(Br)ccc2N1 (stereo not drawn)
  23.1	32.1	26.2	8.8	-0.2	3.5	5.4	19.0
O=C(CCc1ccccc1)NCc1ccncc1
  -1.6	22.9	9.6	-3.0	1.7	-2.6	7.7	-0.9
CCCCNC(=O)CC1N=C2c3ccccc3N=C(SCC(=O)Nc3ccc(OC)cc3)N2C1=O (stereo not drawn)
  4.5	32.5	5.6	10.2	-1.2	-1.4	-4.5	0.9
O=C(Oc1cc(-c2ccccc2)no1)c1cccc(C(F)(F)F)c1
  8.4	11.2	6.6	-4.9	-0.2	-4.5	3.1	11.3
CCOC(=O)c1cc2c(nc1NC(=S)Nc1ccccc1)CC(C)(CC)OC2 (stereo not drawn)
  5.7	-0.9	5.9	9.1	-1.0	0.0	-7.7	3.6
Fc1ccccc1CCNc1nnnn1-c1ccccc1
  21.1	14.6	-2.1	10.3	1.0	-1.8	13.4	-12.5
CC(C)Cc1nnc(NC(=O)CC(C)c2ccccc2)s1 (stereo not drawn)
  13.4	-10.3	16.1	12.2	-0.2	-4.5	9.6	-10.0
COc1ccc(NS(=O)(=O)c2ccc(N3CCCC3)c(NC(=S)Nc3cccc(C)c3C)c2)cc1
  31.8	-14.7	33.5	26.1	3.8	-0.8	3.3	-9.9
CCOc1ccc(/C=N/NC(=O)NC23CC4CC(CC(C4)C2)C3)cc1O
  37.9	32.4	44.2	14.4	2.2	7.3	-15.3	-19.0
COc1ccc(/C=C2\CCC(C3CCCC3)C2=O)cc1OC (stereo not drawn)
  21.3	-2.3	24.2	3.1	4.5	4.1	-22.5	-32.2
COc1ccc(-c2coc3cc4oc(=O)c5ccccc5c4cc23)cc1F
  2.6	75.0*	-2.6	6.4	1.1	63.8*	73.3*	-59.7
CSc1nsc(SCC(=O)Nc2nc3ccc(C)cc3s2)n1
  -3.6	-4.7	1.0	2.1	-0.8	-0.5	5.3	-18.8
Clc1ccc2[nH]c3c(N4CCC5(CC4)OCCO5)ncnc3c2c1
  21.3	5.8	21.7	3.3	3.7	-1.5	4.2	0.0
Cc1cccc(OCC(=O)NCC(=O)N/N=C/c2cc(Br)cc(Br)c2O)c1
  21.3	56.4*	0.9	29.2	-1.2	-1.1	3.4	-10.5
CC(NC(=O)COC(=O)c1ccc(S(=O)(=O)N2CCOCC2)cc1)c1ccccc1 (stereo not drawn)
  -3.4	-39.4	2.0	-4.6	0.7	0.4	4.5	8.0
O=C(COC(=O)CCc1nc2ccccc2c(=O)[nH]1)Nc1ccccc1OC(F)F
  -25.7	20.6	-11.1	0.0	0.8	-2.8	-7.5	3.0
O=C(CCl)Nc1ccccc1C(=O)c1ccccc1
  19.2	35.6	8.6	13.7	-1.2	0.8	1.3	7.2
CCOC(=O)COc1cccc2c(=O)n(CC(=O)NCc3ccccc3)ccc12
  7.7	46.6	4.6	-6.0	-0.6	7.2	63.2*	-6.2
Cc1nc(NC(=O)CCCC(=O)Nc2nc(C)c(C)s2)sc1C
  -2.7	4.9	8.9	7.1	-2.1	0.3	3.2	-5.6
COc1ccc(C(=O)N2CCc3cc(OC)c(OC)cc3C2c2cccc([N+](=O)[O-])c2)cc1OC (stereo not drawn)
  15.7	7.1	20.7	15.6	1.5	-2.4	-3.7	14.8
CC1(C)CC(=O)C2=C(C1)NCN(Cc1ccccc1)C2
  11.7	-10.0	5.0	-0.2	-0.2	-4.0	-2.4	3.1
OCCCNC(=S)Nc1ccc(Oc2ccccc2)cc1
  33.1	8.8	13.1	4.3	0.4	2.1	-23.2	-22.1
CC(=O)c1c(C)[nH]c(C(=O)NCCCN2CCCC2)c1C
  7.0	14.2	-4.3	6.6	-0.5	-0.5	2.7	-9.0
O=C(CN1C(=O)NC2(CCCCC2)C1=O)N1CCN(c2ncccn2)CC1
  -2.6	-13.9	-0.6	8.8	1.1	1.6	13.7	12.9
O=C(O)Cn1cc(/C=C/[N+](=O)[O-])c2ccccc21
  -3.9	12.1	7.1	0.4	-0.9	-0.1	4.0	19.1
Cc1[nH]c2ccccc2c1/C=C(\C#N)C(=O)NCC1CCCO1 (stereo not drawn)
  4.8	2.9	15.1	5.4	-0.7	2.6	-11.0	13.2
O=C(COC(=O)/C=C/c1ccc(Cl)cc1Cl)NCC1CCCO1 (stereo not drawn)
  12.9	18.9	19.4	3.8	-0.5	-0.4	-9.4	-5.0
Cc1ccccc1S(=O)(=O)Cc1ccc(C(=O)NCCN(CC(C)C)CC(C)C)o1
  12.9	-0.1	19.2	-2.3	0.0	-2.0	-0.9	3.7
CCOC(=O)[C@H]1[C@H]2COc3ccc(Cl)cc3[C@@H]2N2C(=O)CN(Cc3ccc(OC)cc3)C(=O)[C@@]12C
  17.1	-23.8	30.0	7.8	2.3	-1.7	-3.2	-19.9
CCOc1ccc(C(=O)O/N=C(\N)c2ccccn2)cc1OCC
  27.9	48.0	29.4	13.3	-0.6	-1.1	-95.1	-94.2
Cc1ccc(S(=O)(=O)N(CC(=O)c2ccccc2)C(=O)N2CCN(C)CC2)cc1
  -8.4	-0.3	7.0	2.5	3.5	-1.2	-0.2	-1.8
Cc1ccc(-c2csc3nc[nH]c(=O)c23)cc1
  30.0	-6.4	5.0	15.4	0.8	-1.2	-7.5	10.1
CCn1cc(C(=O)NCCCN2CCCC(C)C2)c(=O)c2cc(S(=O)(=O)N(C)C3CCCCC3)ccc21 (stereo not drawn)
  1.6	37.6	3.5	-2.9	3.3	2.0	-2.9	-20.9
CCCCOc1ccc(C(=O)N2CCCCCC2)cc1
  34.3	-10.9	23.2	13.3	3.5	-3.8	-14.8	-16.4
CCOc1ccc(-n2c(C)c(C(C)=O)c3cc(OC(C)=O)ccc32)cc1
  12.8	75.7*	29.8	6.7	1.3	-3.1	28.4	-7.1
C[C@@H]1NC(=O)[C@@]2(C)[C@@H](c3ccccc3)[C@H]3COc4ccccc4[C@@H]3N2C1=O
  8.7	15.3	14.1	-6.1	2.0	-3.7	7.9	8.8
CCCn1c(CN2CCN(C(C)=O)CC2)nc2cc(S(=O)(=O)N(C)C)ccc21
  5.9	-3.9	8.8	-5.5	0.8	10.5	-10.7	-23.7
O=C(NC(Cc1c[nH]c2ccccc12)C(=O)O)/C(=C/c1ccc2c(c1)OCO2)NC(=O)c1ccccc1 (stereo not drawn)
  21.3	8.1	24.7	14.3	0.2	2.1	-10.4	-6.8
CCc1noc(C)c1C(=O)Nc1nc(-c2ccc(F)cc2)c(C)s1
  5.6	21.7	23.3	-4.0	0.6	-0.4	-2.8	-26.8
CCOC(=O)c1cn(C2CC2)c2c(F)c(F)c(F)cc2c1=O
  -30.1	-9.8	-2.6	-25.4	-0.9	-4.4	-3.1	-1.4
CC(=O)Nc1ccc(NC(=O)C(C)OC(=O)c2oc3ccccc3c2C)cc1 (stereo not drawn)
  -12.6	1.7	-8.9	-13.4	1.3	-4.1	1.7	10.3
COc1ccc(CNC(=O)CCc2nc(-c3ccccc3F)no2)c(OC)c1
  24.6	23.2	23.1	-22.4	0.6	-2.7	-7.2	4.9
COc1ccc(-c2[nH]c(-c3ccc(F)cc3)nc2SCC(=O)NC2CCCC2)cc1
  8.5	4.9	6.6	8.1	-1.7	-0.7	-9.0	-27.2

2 entries picked at random from those above:
Each structure is followed by: tim10-1 inh	Mdm2 MdmX PPI	tim23-1 inh	TIM10 inh	CHOP UPR activ	XBP1 UPR activ	Jurkat NFkB inh	697 NFkB inh
CCCn1c(CN2CCN(C(C)=O)CC2)nc2cc(S(=O)(=O)N(C)C)ccc21
  5.9	-3.9	8.8	-5.5	0.8	10.5	-10.7	-23.7
CC(=O)Nc1ccc(NC(=O)C(C)OC(=O)c2oc3ccccc3c2C)cc1 (stereo not drawn)
  -12.6	1.7	-8.9	-13.4	1.3	-4.1	1.7	10.3

Additional structures follow.
Each structure is followed by: tim10-1 inh	Mdm2 MdmX PPI	tim23-1 inh	TIM10 inh	CHOP UPR activ	XBP1 UPR activ	Jurkat NFkB inh	697 NFkB inh
CC1(c2cc([N+](=O)[O-])cc([N+](=O)[O-])c2)CC(C)(C)N(C(=O)c2ccccc2)c2ccccc21 (stereo not drawn)
  18.3	30.3	12.0	8.0	1.7	-0.8	16.5	11.5
CC(=O)Nc1ccc(NC(=O)C(C)OC(=O)/C=C/c2cn(-c3ccccc3)nc2-c2cccnc2)cc1 (stereo not drawn)
  11.9	19.3	13.9	13.9	2.3	35.8*	-8.3	4.6
N#Cc1ccccc1S(=O)(=O)N1CCN(C(=O)Cc2n[nH]c(=O)c3ccccc23)CC1
  -0.5	-4.7	-0.3	-11.7	-0.6	-3.0	-22.3	25.2
O=C(CSc1nnc(Cn2nnc3ccccc32)o1)Nc1cccc(Cl)c1
  4.6	-3.5	1.3	-6.5	-2.3	1.6	-0.4	3.3
COc1ccc(CC(=O)Nc2nc(C)cs2)cc1OC
  -17.0	-1.6	2.1	0.5	2.9	-3.4	7.2	-22.0
O=C1c2cccnc2C(=O)N1Cc1ccccc1
  -0.7	1.9	-5.5	1.1	0.6	1.8	-1.2	8.7
CC(C)C[C@@H](C)C(=O)N(Cc1ccccc1)c1ccccc1
  10.8	12.6	13.3	-6.5	1.5	0.4	3.2	20.1
O=C1C=CN2CCCCC2CC1 (stereo not drawn)
  0.1	-7.4	9.3	12.8	-1.2	-0.5	2.6	-4.8
C[n+]1ccccc1/C=C/c1cc(Br)ccc1O
  25.7	-11.0	26.8	20.1	0.8	2.5	-9.2	2.5
COC(=O)c1sccc1NC(=O)c1cccc(F)c1
  14.8	-24.7	3.1	9.1	1.5	-0.1	3.9	1.7
O=c1[nH]c(C2CCN(S(=O)(=O)c3ccccc3)CC2)nc2c1nnn2Cc1cccc(Cl)c1
  14.2	-4.3	25.0	-3.4	-1.6	-0.5	-34.4	-30.7
O=C(C1CCC(=O)N(C2CC2)C1)N1CCC(Oc2ccccc2F)CC1 (stereo not drawn)
  -12.6	1.8	13.5	7.2	1.3	-3.6	7.6	-4.4
CC(=O)n1nc2nc(C)cc(C)c2c1N
  6.3	2.0	9.3	-4.6	-0.1	-3.2	5.3	3.0
Brc1ccc(C2NCCS2)cc1 (stereo not drawn)
  4.4	18.8	11.0	8.4	2.3	-1.1	5.1	18.4
COCCn1c(SCC(=O)Nc2nnc(C)s2)nnc1-c1c[nH]c2ccccc12
  3.5	-10.3	21.3	3.4	-2.1	0.7	-2.9	7.7
O=C(CNS(=O)(=O)c1ccc2c(c1)OCCCO2)N1CCN(Cc2ccccc2)CC1
  6.0	19.9	11.4	8.0	-1.4	-2.7	3.9	19.2

One compound at a time (already shown):
O=C(C1CCC(=O)N(C2CC2)C1)N1CCC(Oc2ccccc2F)CC1 (stereo not drawn) in the list: tim10-1 inh: -12.6; Mdm2 MdmX PPI: 1.8; tim23-1 inh: 13.5; TIM10 inh: 7.2; CHOP UPR activ: 1.3; XBP1 UPR activ: -3.6; Jurkat NFkB inh: 7.6; 697 NFkB inh: -4.4
COC(=O)c1sccc1NC(=O)c1cccc(F)c1 in the list: tim10-1 inh: 14.8; Mdm2 MdmX PPI: -24.7; tim23-1 inh: 3.1; TIM10 inh: 9.1; CHOP UPR activ: 1.5; XBP1 UPR activ: -0.1; Jurkat NFkB inh: 3.9; 697 NFkB inh: 1.7
